# TAAR1 agonist – agonists of human TAAR1 | Q96RJ0 | CHO RD-HGA16 TAAR1, Fluo-8 calcium fluorescence; vehicle wells 0%, saturating PEA agonist 100% | activation, % at 3 µM | 360,000 tested, 0.99% active | AID 624467;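 active means activation above the mean activation of all test compounds in the run plus 3 SD, cut at about 38% in these data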
# Target sequence (Q96RJ0 whole entry, looked up): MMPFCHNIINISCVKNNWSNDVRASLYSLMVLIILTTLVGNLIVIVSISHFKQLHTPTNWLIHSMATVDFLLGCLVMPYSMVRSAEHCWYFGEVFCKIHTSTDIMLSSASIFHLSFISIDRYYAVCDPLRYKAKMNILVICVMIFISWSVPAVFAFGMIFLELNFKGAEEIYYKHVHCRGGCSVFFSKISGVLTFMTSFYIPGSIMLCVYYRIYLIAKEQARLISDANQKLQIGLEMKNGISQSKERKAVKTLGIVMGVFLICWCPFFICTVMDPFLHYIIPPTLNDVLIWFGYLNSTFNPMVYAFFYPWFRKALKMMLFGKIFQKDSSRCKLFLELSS
#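 Signal – calcium-sensitive Fluo-8 signal, excitation 470-495, emission 515-575 nm · System – RD-HGA16 (CHO) cells co-expressing Gα16 and hTAAR1 · Incubation – 17-24 h seeding, 75 min 37 °C dye, 30 min RT · Compound dosing – 3 µM single concentration · Repeats – no replicates (n 1)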
# M1 antag – blocks human M1 muscarinic receptor; P11229; CHO-K1 hM1, Fluo-8 calcium fluorescence, ACh EC80 antagonist; inhibition, % at 3 µM; 360,000 tested, 1.3% active; AID 588852;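 active means percent inhibition above its own plate's cutoff, namely the mean of that plate's compound wells plus 3 SD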;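 further: peak over basal fluorescence ratio during 140 s after agonist addition; 0% = ACh EC80 plus DMSO and 100% = DMSO alone without agonist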
# Target sequence (P11229 whole entry, looked up): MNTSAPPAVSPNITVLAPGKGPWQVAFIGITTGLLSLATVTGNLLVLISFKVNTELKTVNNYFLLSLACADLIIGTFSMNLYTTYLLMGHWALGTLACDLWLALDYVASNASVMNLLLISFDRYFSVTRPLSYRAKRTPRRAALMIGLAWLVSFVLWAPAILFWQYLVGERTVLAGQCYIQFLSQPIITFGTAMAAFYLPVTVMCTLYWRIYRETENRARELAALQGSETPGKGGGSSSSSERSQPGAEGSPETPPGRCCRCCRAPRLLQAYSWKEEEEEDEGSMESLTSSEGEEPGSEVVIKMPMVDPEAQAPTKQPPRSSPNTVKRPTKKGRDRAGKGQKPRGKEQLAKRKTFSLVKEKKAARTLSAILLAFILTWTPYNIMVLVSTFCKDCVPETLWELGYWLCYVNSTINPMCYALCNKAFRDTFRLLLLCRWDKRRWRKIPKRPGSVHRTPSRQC
# M1 ag parental – counter-screen for M1 agonists: effect in parental CHO-K1 cells; Fluo-8 calcium fluorescence; scaled to maximal ATP response, vehicle zero; activation, % at 3 µM; 360,000 tested, 0.48% active; AID 602248; in the data active means activation above about 15%;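 further: untransfected CHO-K1 host cells lacking M1 receptor as counterscreen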
# CHRM1 PAM – human CHRM1 positive allosteric modulation. P11229. CHO-K1 hM1, Fluo-8 calcium fluorescence, ACh EC20; 0% = ACh EC20, 100% = maximal ACh. activation, % at 3 µM. 360,000 tested, 0.088% active; in the data active means activation above about 19%, passing the limit was not always enough
# CHO-K1 Ca PAM – M1 PAM counterscreen hit in parental CHO-K1 cells; ATP EC20, Fluo-8 calcium fluorescence; 0% at ATP EC20, 100% at ATP max; activation, % at 3 µM; 360,000 tested, 0.02% active;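 active means activation above the run cutoff, the mean activation of all test compounds plus 3 SD, cut at about 40% in these data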;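 further: peak over basal fluorescence ratio in a 140 s read after ATP addition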
# CHO parental Ca – counter-screen for OX1R antagonists: effect in parental CHO cells; parental CHO-K1, ATP-induced calcium, Fluo-8 fluorescence; inhibition, % at 5.6 µM; 330,000 tested, 0.63% active;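 active means inhibition above that plate's mean sample inhibition plus 3 SD, cut at about 26% in these data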;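 further: 0% = ATP-challenged DMSO wells and 100% = DMSO wells without ATP; some compounds past the cut are filed as inactive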
#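 Material: Parental CHO cells | Reagent: ATP | Compound dosing: Single nominal dose of 5.6 µM per compound | Detection: Intracellular calcium via Fluo-8 no-wash fluorescent dye | Read-out: % inhibition of ATP-induced calcium mobilization | Benchmarks: Low control ATP plus DMSO, high control DMSO only | Replicates: Singlicate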
# CHO-K1 Ca antag – counter-screen for M1 antagonists: effect in parental CHO-K1 cells; ATP-induced calcium, Fluo-8 fluorescence; 360,000 tested, 0.6% active; AID 602250; inhibition, % at 3 µM;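 active means inhibition above a per-plate cutoff, the plate's mean sample inhibition plus 3 SD, cut at about 24% in these data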;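 further: 0% = DMSO plus EC80 ATP and 100% = DMSO alone without ATP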
# M1 ag – human M1 muscarinic receptor agonism | CHO-K1 hM1, Fluo-8 calcium fluorescence, agonist mode; 0% DMSO, 100% acetylcholine EC100 | activation, % at 3 µM | 360,000 tested, 0.33% active | AID 588814;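 active means activation above the run's mean compound activation plus 3 SD, cut at about 16% in these data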;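 further: peak over basal fluorescence ratio within a 140 s kinetic read after compound addition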
# TAAR1 antagonist – antagonists of human TAAR1; Q96RJ0; CHO RD-HGA16 TAAR1, Fluo-8 calcium fluorescence, antagonist; inhibition, % at 3 µM; 360,000 tested, 1.5% active;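 active means inhibition above a per-plate cutoff, the mean inhibition of test compounds on that plate plus 3 SD, cut at about 49% in these data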;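 further: 0% = DMSO plus EC80 beta-PEA response and 100% = DMSO alone without agonist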
#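 Test system – hTAAR1-expressing CHO RD-HGA16 cells, Gα16-coupled · Reagent – β-PEA at EC80 concentration, post-compound challenge · Compound dosing – 3 µM, single point · Timing – 140 s kinetic read after compound, 140 s after agonist · Detection – Fluo-8 intracellular calcium dye fluorescence, real-time kinetic reads · Control set – DMSO and EC80 PEA controls · Repeats – n of 1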
# Starred values were filed as active, the others as inactive; / = no result given. Rows are unselected; overall some 4.4% were active at least once.
SMILES,TAAR1 agonist,M1 antag,M1 ag parental,CHRM1 PAM,CHO-K1 Ca PAM,CHO parental Ca,CHO-K1 Ca antag,M1 ag,TAAR1 antagonist
CC1Sc2ccc(S(=O)(=O)N3CCN(c4cccc(Cl)c4)CC3)cc2NC1=O (stereo not given),2,-5,0.8,3,-11,-23,5,-2,-4
Cn1cccc1Cc1nnc(SCC(=O)Nc2nc3ccccc3s2)n1CCc1ccccc1,/,3,0.7,1,12,-2,-8,-2,/
CC(=O)N1CCCN(Cc2cn(-c3cc(C)ccc3C)nc2-c2ccccc2)CC1,2,25,5.5,-8,9,-16,-8,-3,-20
CC1CCCC(C)N1C(=O)COC(=O)/C=C/c1ccco1 (stereo not given),1,-7,-0.1,4,-8,-4,-11,-3,-5
COC(=O)CCC(=O)N1CCCC(CO)(Cc2ccccc2)C1 (stereo not given),-1,-3,0.5,10,11,-10,-9,-5,3
Cc1ccc(-c2nc3ccccc3n3nnnc23)cc1,3,0,-0.2,5,-12,/,12,0,-7
Cc1ccc(S(=O)(=O)c2ccc(C)cc2)cc1,4,7,0.8,-5,21,-1,-15,-7,1
COc1ccc(NC(=O)CSC2=NN3CCCC(=O)N=C3S2)c(OC)c1,1,0,0.8,19,18,-11,-10,8,-4
Cc1ccc(NS(=O)(=O)c2ccc(-c3ccc(=O)[nH]n3)o2)cc1Cl,2,-15,2.1,13,23,-13,-14,-1,-1
O=C(NCC(=O)N1CCN(Cc2ccccc2)CC1)c1ccc(Br)o1,1,1,0.6,-2,-19,3,-1,-2,-25
CN1CCC(N2CCN(C3CN(Cc4cn(Cc5ccc(F)cc5)nn4)S(=O)(=O)C3)CC2)CC1 (stereo not given),1,/,0.8,/,21,/,-15,/,0
O=C(OCCN1C(=O)c2ccccc2C1=O)Oc1ccccc1,4,-13,1.7,12,17,-17,-10,-1,-26
COc1ccccc1-c1cc(C(=O)NCc2ccc(Cl)cc2)no1,5,2,0.2,-5,5,-22,-36,-6,3
CCC(=O)NC1(C(F)(F)F)C(=O)NC(C)=C1C#N (stereo not given),8,-9,0.2,4,4,-7,-2,-2,-5
O=C(Cc1ccc(Cl)cc1)Nc1ncc([N+](=O)[O-])s1,10,21,14,-8,-11,/,0,1,1
Cn1c(SCc2cc(=O)[nH]c(C(C)(C)C)n2)nnc1C(F)(F)F,2,9,3.8,-1,2,-18,3,-3,1
COc1ccc(C)cc1NC(=O)c1cccc(C(=O)Nc2cc(C)ccc2OC)n1,-1,16,0.0,-1,-18,-17,9,-1,-18
COCc1cc(=O)n2[nH]c(C)c(-c3ccccc3)c2n1,1,-15,5.7,12,19,-12,2,0,-8
COc1ccc(NC(=O)CN(C)C(=O)C2CSC3(C)CCC(=O)N23)cc1 (stereo not given),4,-2,0.5,10,11,-13,-4,-3,-13
CCN(CC)c1ccc(NC(=S)NC(=O)c2ccco2)cc1,7,-5,1.9,6,26,-15,-20,-7,-20
CCC(=O)N1CCN(C(C)=O)C1c1ccccc1 (stereo not given),3,-1,0.3,6,21,2,-10,-3,1
CCCN(CC(=O)Nc1ccccc1C)C(=O)Cc1cccs1,12,-5,0.6,8,12,-10,-16,-3,-16
O=[N+]([O-])/C(C(Cl)=C(Cl)Cl)=C(\Sc1ccccc1)N1CCCCC1,8,-5,3.3,12,12,-7,-2,-10,-9
CCNC(=O)/C(=C/c1ccc2c(c1)OCO2)NC(=O)c1ccc(Br)cc1,1,-11,0.0,8,17,-12,-7,-5,-16
COc1ccc(-c2ccc(/C=C(\NC(=O)c3ccccc3)C(=O)N3CCOCC3)o2)cc1,-3,-8,0.8,11,-6,-18,-14,-7,-38
COc1ccccc1CNC(=O)c1ccc(-c2ccccc2C(F)(F)F)o1,7,-1,0.1,1,10,-6,-18,-5,36
[N-]=[N+]=NCCN1CCN(CCc2ccccc2)CCC1=O,3,15,0.1,-4,-10,-5,4,-9,14
COc1ccc(NC(=O)/C(C#N)=C/c2ccc[nH]2)c(OC)c1,2,-16,3.1,5,1,7,-2,-1,4
CCN(c1ccccc1)S(=O)(=O)c1cccc(C(=O)NCC(c2ccc(OC)cc2)N2CCCCC2)c1 (stereo not given),0,15,-0.6,-13,-5,/,7,-8,12
Cc1ccc(C(=O)c2coc3ccc(O)c(CN4CCN(C)CC4)c23)cc1,0,-14,0.1,11,25,-24,-11,-5,9
COc1ccc(COc2cc(-c3cccc(OC)c3)nc3ccc(NC(=O)C(C)C)cc23)cc1,6,-10,0.2,6,11,-2,-10,-1,44
Cc1ccc2c(CN3CCN(C(=O)c4ccco4)CC3)cc(=O)oc2c1C,19,-7,1.4,4,11,-14,-14,-4,-7
Cc1ccc(C(=O)COC(=O)CNC(=O)c2ccco2)cc1,4,-5,-0.1,1,1,-9,2,-3,6
O=S(=O)(c1cccs1)N1CCN(c2ccnc3cc(Cl)ccc23)CC1,0,-2,5.6,-1,-19,-14,2,-4,35
O=C(c1ccc(S(=O)(=O)Nc2ccc(F)cc2)cc1)N1CCN(c2ccccn2)CC1,34,37*,17*,-20,-12,16,10,0,29
CC(=O)N1CCN(C(C)=O)C1c1ccccc1,8,8,0.0,0,20,12,-2,-4,1
Cc1noc(C)c1CSc1nnc2ccc3ccccc3n12,/,-1,1.2,7,21,0,-20,-10,/
Cc1csc(NC(=O)/C=C/c2ccco2)n1,0,-4,0.2,4,13,-14,-1,-6,-8
CC1(c2ccccc2Cl)NC(=O)N(CC(=O)N2CCc3ccccc32)C1=O (stereo not given),5,-7,-0.6,2,7,-37,-1,-4,-16
O=C1NC(NS(=O)(=O)c2ccc(Cl)cc2)(C(F)(F)F)C(=O)N1c1ccccc1 (stereo not given),2,-7,-0.1,5,-1,-8,5,-4,-8
COc1cc(Cl)c(CNC[C@H]2O[C@@H](n3ccc(=O)[nH]c3=O)[C@H](O)[C@@H]2O)c(Cl)c1O,0,16,0.5,-6,18,/,-14,-3,-9
CC1CCN(S(=O)(=O)c2ccc(C(=O)N3CCCC(C(F)(F)F)C3)cc2)CC1 (stereo not given),3,-8,2.3,7,21,-13,-6,-4,3
COc1ccc(-n2nnnc2C(c2cccc(OC)c2OC)N2CCN(C/C=C/c3ccccc3)CC2)cc1 (stereo not given),0,-15,-0.5,-6,9,/,-14,0,-23
C=C(C)Cc1c(C)c(C#N)c2[nH]c3ccccc3n2c1=O,9,7,8.1,-7,-17,-2,-5,4,3
Cc1nc2ccc(NC(=O)c3cccc(S(=O)(=O)N4CCOCC4)c3)cc2s1,9,-12,1.3,4,9,-22,-8,-1,-9
c1ccc(-c2ccccc2OCCOCCN2CCOCC2)cc1,6,-24,-0.1,7,-10,-13,-6,-4,-7
CC(=O)c1ccc(N2CCC(C)CC2)c(F)c1,-2,6,-0.3,-4,-7,-8,-8,-2,-1
CCN(CC)c1ccc(CNc2nnnn2C)cc1,4,60*,-0.2,-30,6,-11,-11,-10,-9
COc1ccc(OC)c(S(=O)(=O)NCc2nc3nc(C)cc(C)n3n2)c1,1,17,-0.1,-5,-12,-3,-6,0,-24
C/C(=N\Nc1cc(Cl)nc(C)n1)c1ccc(C)cc1,1,-7,-0.5,-1,9,-17,-21,-11,-4
CCOC(=O)c1c(NC(=O)Nc2ccccc2)sc(C)c1C,8,-8,-0.4,0,13,-29,3,-5,28
COc1cccc(/C=C2\SC(=S)N(CCC(=O)N3CCCCC3)C2=O)c1,-1,-4,0.8,4,8,-11,-12,-3,-5
Cc1ccccc1C(=O)c1cccn1CC(=O)NCc1ccccc1,16,2,-0.3,2,-21,-18,13,-4,8
CS(=O)(=O)c1cccc(NC(=O)c2ccc(Cl)c(Cl)c2)c1,88*,5,3.8,-2,19,-15,-1,8,26
CCc1cc2cccc(C)c2nc1SCC(=O)Nc1nonc1C,3,-11,0.3,7,10,-21,-11,-3,4
O=C(COc1ccc2ccccc2c1)NC1CC1,5,-1,4.5,2,2,4,7,1,9
CC(NC(=O)COC(=O)c1cc(S(=O)(=O)N2CCOCC2)ccc1F)c1ccccc1 (stereo not given),1,-6,1.2,1,15,-24,-14,-3,11
C#CCNc1ccc([N+](=O)[O-])cc1,2,-5,0.0,9,22,-9,-6,-9,0
O=C(O)CCC(=O)Nc1ccc(-c2nc3ccc(C(=O)c4ccccc4)cc3[nH]2)cc1,15,-3,0.0,4,2,-1,1,-3,-3

# An excerpt of these results, bar-delimited.
SMILES | TAAR1 agonist | M1 antag | M1 ag parental | CHRM1 PAM | CHO-K1 Ca PAM | CHO parental Ca | CHO-K1 Ca antag | M1 ag | TAAR1 antagonist
CC(=O)c1ccc(N2CCC(C)CC2)c(F)c1 | -2 | 6 | -0.3 | -4 | -7 | -8 | -8 | -2 | -1
CCN(CC)c1ccc(CNc2nnnn2C)cc1 | 4 | 60* | -0.2 | -30 | 6 | -11 | -11 | -10 | -9
COc1ccc(OC)c(S(=O)(=O)NCc2nc3nc(C)cc(C)n3n2)c1 | 1 | 17 | -0.1 | -5 | -12 | -3 | -6 | 0 | -24
C/C(=N\Nc1cc(Cl)nc(C)n1)c1ccc(C)cc1 | 1 | -7 | -0.5 | -1 | 9 | -17 | -21 | -11 | -4
CCOC(=O)c1c(NC(=O)Nc2ccccc2)sc(C)c1C | 8 | -8 | -0.4 | 0 | 13 | -29 | 3 | -5 | 28
COc1cccc(/C=C2\SC(=S)N(CCC(=O)N3CCCCC3)C2=O)c1 | -1 | -4 | 0.8 | 4 | 8 | -11 | -12 | -3 | -5
Cc1ccccc1C(=O)c1cccn1CC(=O)NCc1ccccc1 | 16 | 2 | -0.3 | 2 | -21 | -18 | 13 | -4 | 8
CS(=O)(=O)c1cccc(NC(=O)c2ccc(Cl)c(Cl)c2)c1 | 88* | 5 | 3.8 | -2 | 19 | -15 | -1 | 8 | 26
CCc1cc2cccc(C)c2nc1SCC(=O)Nc1nonc1C | 3 | -11 | 0.3 | 7 | 10 | -21 | -11 | -3 | 4
O=C(COc1ccc2ccccc2c1)NC1CC1 | 5 | -1 | 4.5 | 2 | 2 | 4 | 7 | 1 | 9

# Screening data (PubChem BioAssay)
